# Screens as filed in PubChem.
# aSyn tox rescue = rescues yeast growth from alpha-synuclein toxicity. S. cerevisiae alpha-synuclein toxicity rescue, BacTiter-Glo growth, 24 h. Potency, µM (highest dose often 46.1 µM), without a hit: at the top dose growth rescue (activation), hits mostly activators. hit rate 0.02% among 94,000; active means well fitted activation curve with a large enough effect; inconclusive means small, poorly fitted or top-dose-only effect; further: 0% is about no effect
#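 Growth restoration measured by BacTiter-Glo luminescence after 24 hr at 30 deg C; alpha-synuclein yeast, raffinose-pregrown to mid-log, were added at OD600=0.02 in galactose medium onto pinned compounds.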
# * marks the source's active call; other numbers are inactive results; ? = inconclusive; [ ] = remark or other dose. Potency means the concentration at half of the fitted maximal effect. A portion of the library. The share of hits here may be higher or lower than overall.
SMILES,aSyn tox rescue
COc1ccc(CN(C(=O)CCC(=O)Nc2cc(C)on2)C(C(=O)NC(C)(C)C)c2cccc(OC)c2OC)cc1 (stereo not given),8%
COc1cc(/C=C/C(=O)OCC(=O)c2ccc[nH]2)ccc1O,-21%
Cc1nn2c(-c3ccco3)ccnc2c1-c1ccc(F)cc1,-4%
CCOC(=O)c1c(NC(=O)CSc2ncnc3ccccc23)sc(C)c1C,2%
Cc1ccc(NC(=O)CSc2nnc(-c3nnn(-c4ccc(F)cc4)c3C)o2)cc1Br,-6%
Cc1cc(C)c2c(=O)cc(C(=O)Nc3sc4c(c3C(=O)NCc3cccnc3)CCCC4)oc2c1,3%
CCOC(=O)c1[nH]c(C)c(CCC(=O)N2CCN(c3cc(Cl)ccc3C)CC2)c1C,25%
c1ccc(N=Nc2ccc3cccccc2-3)cc1,-25%
COc1ccc(NC(=O)COC(=O)C2CCN(S(=O)(=O)c3cccs3)CC2)cc1,-9%
COc1ccccc1C(=O)Nc1ccc(OCc2cc(=O)n3ccsc3n2)cc1,-13%
O=C(Cn1nc(-c2ccco2)ccc1=O)Nc1ccc(Cl)c(Cl)c1,-5%
CC1=C(C(=O)OCc2ccc(C)cc2)C(c2c(Cl)cccc2Cl)CC(=O)N1 (stereo not given),0%
O=C(CS(=O)(=O)c1ccc(F)cc1)Nc1nccs1,2%
Cc1oc2ncn(C)c(=O)c2c1C(=O)NCc1ccccc1,0%
COc1ccc(NS(=O)(=O)c2ccc3c(c2)CC(C)N3C(=O)C2CCC2)cc1OC (stereo not given),0%
CCN(CC(=O)NCc1ccc(Cl)cc1)C(=O)/C=C/c1ccccc1,3%
Cc1ccc(C)c(CSc2nnc(C)n3c2cc2sccc23)c1,2%
C=CCOc1ccc(/C=C/C(=O)OCC(=O)Nc2c(C)n(C)n(-c3ccccc3)c2=O)cc1,10%
CCOC(=O)C1=C(C)NC2=C(C(=O)c3ccccc32)C1c1cccc2ccccc12 (stereo not given),6%
CC(=O)N1CCc2cc(Br)cc(S(=O)(=O)N3CCN(c4cccc(C(F)(F)F)c4)CC3)c21,-9%
Cc1nc2cc(NC(=O)c3ccc(S(=O)(=O)N(C)c4ccccc4)cc3)ccc2o1,8%
CC1Cc2ccccc2N1CC(=O)Nc1cc(S(=O)(=O)N2CCOCC2)ccc1Cl (stereo not given),3%
CCN(C(=O)CSc1nnc(C)n2c1cc1occc12)c1ccccc1,3%
CC(=O)NNC(=S)NC(=O)c1ccccc1,?
COc1cccc(NC(=O)Cn2c(=O)n(-c3ccccc3)c(=O)c3ccc(C(=O)NCc4ccc5c(c4)OCO5)cc32)c1,-1%
CCOc1ccc(CCNC(=O)c2ccc(CS(=O)(=O)Cc3ccccc3Cl)o2)cc1OCC,-2%
CCOC(=O)c1ccc(N2C(=O)c3n[nH]c(C)c3C2c2ccc(O)c(OC)c2)cc1 (stereo not given),-8%
Cc1cc2c(cc1S(=O)(=O)N(CCO)Cc1ccccc1)OCC(=O)N2,-5%
CCc1cccc(C)c1NC(=O)C(CC)Sc1nc2ccncc2[nH]1 (stereo not given),-4%
O=c1[nH]c(=O)n(Cc2ccccc2)c2nc(-c3ccc(C(F)(F)F)cc3)n(CCO)c12,-40%[inhibitor]
Cc1ccc(C(=O)Nc2ccccc2C(=O)OCc2cc(=O)n3nc(C(C)C)sc3n2)cc1,7%
CCCCOc1ccc(C2C(C(=O)Nc3ccccc3OC)=C(C)Nc3nnnn32)cc1OC (stereo not given),-1%
COc1ccc(/C=N/NC(=S)NC2CCS(=O)(=O)C2)cc1 (stereo not given),3%
C[C@@H]1CN([C@H](C)CO)C(=O)CCCn2nncc2CO[C@H]1CN(C)S(=O)(=O)c1ccc(F)cc1,-11%
Cn1nc(C(=O)OCC(=O)Nc2sccc2C(N)=O)c2ccccc2c1=O,-3%
CCC(Sc1nncn1C)C(=O)Nc1nnc(-c2ccccc2Cl)s1 (stereo not given),-3%
CCOc1ccc(NC(=O)Cn2nnc(-c3nc(-c4ccncc4)no3)c2N)cc1,0%
COc1ccc(NC(=O)N2CCc3c([nH]c4ccc(OC)cc34)C2c2ccc(OC)cc2)cc1 (stereo not given),13%
C[C@H](CO)N1C[C@H](C)[C@@H](CN(C)S(=O)(=O)c2ccc(C#N)cc2)OCc2cn(nn2)CCCC1=O,-2%
CCCCN(CC)CCCNC(=O)c1ccc2c(c1)N(Cc1ccc(C)cc1)C(=O)c1ccccc1S2,8%
CCCCN(CC)CCNC(=O)Cn1cnc2sc(C)c(S(=O)(=O)N3CCC(C)CC3)c2c1=O,-8%
Cc1ccc(-n2c(=O)c3sc4ccccc4c3n(C)c2=O)cc1F,-8%
CCc1ccccc1NC(=O)Nc1cc(C(=O)NCc2ccccc2OC)ccc1N1CCCC1,-2%
COC(=O)C1CN(C(=O)c2ccc(OC(F)F)cc2)c2ccccc2O1 (stereo not given),-3%
O=C(OCc1cn([C@H]2C[C@H](c3ccc(Cl)cc3)N(Cc3cccs3)C[C@@H]2O)nn1)c1ccccc1,-1%
COc1cc(OC)c(NS(=O)(=O)c2cc3c(cc2C)N(C(C)=O)CCO3)cc1Cl,-7%
COc1ccc(C2CC(=O)c3cc(-c4nc(-c5ccc(Cl)cc5)cs4)c(=O)[nH]c3C2)cc1 (stereo not given),-7%
COCCCNc1nc(NCc2ccc(C)cc2)c2cnn(C)c2n1,-1%
CCc1ccc(OCC(=O)N(Cc2ccc(C)o2)C2CCS(=O)(=O)C2)cc1 (stereo not given),-9%
Cc1ccc(NC(=S)N2CCC(N(C)CC3CCCO3)CC2)cc1 (stereo not given),0%

# Molecules shown so far that have two or more sulfur atoms, in the order listed:
SMILES,aSyn tox rescue
CCOC(=O)c1c(NC(=O)CSc2ncnc3ccccc23)sc(C)c1C,2%
COc1ccc(NC(=O)COC(=O)C2CCN(S(=O)(=O)c3cccs3)CC2)cc1,-9%
O=C(CS(=O)(=O)c1ccc(F)cc1)Nc1nccs1,2%
Cc1ccc(C)c(CSc2nnc(C)n3c2cc2sccc23)c1,2%
COc1ccc(/C=N/NC(=S)NC2CCS(=O)(=O)C2)cc1 (stereo not given),3%
CCC(Sc1nncn1C)C(=O)Nc1nnc(-c2ccccc2Cl)s1 (stereo not given),-3%
CCCCN(CC)CCNC(=O)Cn1cnc2sc(C)c(S(=O)(=O)N3CCC(C)CC3)c2c1=O,-8%

# Carrying on:
SMILES,aSyn tox rescue
O=C(NC1CCCCC1)c1ccc(CSc2nc3cccnc3n2Cc2ccc(F)cc2)cc1,-1%
Cc1ccc(S(=O)(=O)c2cc3ccccc3nc2N)cc1,12%
CC(=O)c1ccc(NC(=S)NNC(=O)c2ccccc2[N+](=O)[O-])cc1,-11%
O=C(Cn1cc(C(F)(F)F)cc(Cl)c1=O)Nc1ccc(N2CCOCC2)cc1,-2%
O=C(CCCn1c(=O)c2cccn2c2cccnc21)NCc1ccccc1Br,-12%
N#C/C(=C(/O)CCl)c1nc(-c2ccccc2)cs1,-19%
C[C@@H]1CN([C@@H](C)CO)C(=O)CCCn2nncc2CO[C@H]1CN(C)Cc1cccc(C(F)(F)F)c1,-2%
O=C(Nc1ccc(Cl)cc1)/C(=C1\CCCN1)[N+](=O)[O-],5%
CCOC(=O)C1=C(CN2CCN(c3cc(C)ccc3C)CC2)NC(=O)NC1c1ccccc1 (stereo not given),2%
CCn1cc2nc(SCc3cccc(Cl)c3)n(Cc3ccc(C)cc3)c(=O)c2n1,-7%
COc1cc2c(cc1NC(=O)C(C)Oc1ccc(Cl)cc1Cl)oc1ccccc12 (stereo not given),-14%
Cc1ccc(F)cc1NC(=O)COC(=O)C1CC2CCCC(C1)C2=O (stereo not given),-7%
Cn1c(/C(C#N)=C/c2ccc(C(F)(F)F)cc2)nc2ccccc21,2.5µM*
N#CC1(NC(=O)COC(=O)Cc2n[nH]c(=O)c3ccccc23)CCCCC1,-1%
CC(OC(=O)c1ccc2c(c1)OCCO2)C(=O)NC1CCCCC1C (stereo not given),5%
COc1ccc(S(=O)(=O)N(C)C)cc1NC(=O)CSc1nc(N)cc(N)n1,8%
O=C1Cc2cccc(=O)c(O)c2C(=O)O1,-10%
Cc1ccc2c(=O)cc(CSCC(=O)Nc3nnc(C)s3)[nH]c2c1,-8%
N#CC1=C(N)OC2=C(C(=O)CCC2)C1c1cccs1 (stereo not given),8%
CC(C)c1ccc(C2N3CC4(C)CN2CC(c2ccccc2)(C3)C4=O)cc1 (stereo not given),8%
CCN(CC)CCCNC(=O)CSc1nc2nc(C)c(Cc3ccccc3C)c(C)n2n1,1%
Cc1cc(C)c(NC(=O)Cn2c(=O)n(CC(=O)NCCc3ccccc3)c(=O)c3ccccc32)c(C)c1,-6%
CCOC(=O)C1(Cc2cccc(OC)c2)CCCN(Cc2c(C)nn(C(C)C)c2C)C1 (stereo not given),0%
CC(C)(Oc1ccc(Br)cc1)C(=O)Nc1cc(-c2nc3ccccc3[nH]2)ccc1Cl,-46%[inhibitor]
CCc1ccc(-n2c(=O)c3ccccc3n(Cc3ccccc3C#N)c2=O)cc1,4%
O=C(O)c1ccc(CNC(=O)C23CC4CC(CC(C4)C2)C3)cc1,2%
C=CCN=C1SC(C)(C)C(=O)N1S(=O)(=O)c1ccc(C)cc1,6%
CC1=C(C(=O)Nc2ccccc2)C(c2ccncc2)n2nc(SCc3ccccc3)nc2N1 (stereo not given),2%
CCc1c(CN2CCN(c3ccc(F)cc3)CC2)csc1C,-2%
Cc1ccc(-c2nnc(Nc3cccc(O)c3)c3ccccc23)cc1S(=O)(=O)N1CCN(C)CC1,5%

# Brought forward from above: 7 entries, followed by the next part.
SMILES,aSyn tox rescue
CC(C)(Oc1ccc(Br)cc1)C(=O)Nc1cc(-c2nc3ccccc3[nH]2)ccc1Cl,-46%[inhibitor]
CCc1ccc(-n2c(=O)c3ccccc3n(Cc3ccccc3C#N)c2=O)cc1,4%
O=C(O)c1ccc(CNC(=O)C23CC4CC(CC(C4)C2)C3)cc1,2%
C=CCN=C1SC(C)(C)C(=O)N1S(=O)(=O)c1ccc(C)cc1,6%
CC1=C(C(=O)Nc2ccccc2)C(c2ccncc2)n2nc(SCc3ccccc3)nc2N1 (stereo not given),2%
CCc1c(CN2CCN(c3ccc(F)cc3)CC2)csc1C,-2%
Cc1ccc(-c2nnc(Nc3cccc(O)c3)c3ccccc23)cc1S(=O)(=O)N1CCN(C)CC1,5%
Cc1ccc(-c2cc(C(=O)NC3CCCC3)no2)cc1,-13%
Cc1ccccc1NC(=O)CSc1nnc(-c2cccc(Cl)c2)o1,2%
COc1ccc(/C=C\c2onc(C)c2S(=O)(=O)N2CCC(C(=O)Nc3ccc(Cl)cc3)CC2)cc1,2%
Cc1ccc(-n2c(SCC(=O)N3CCCc4ccccc43)nc3c([nH]c4ccccc43)c2=O)cc1,-11%
Cc1ccc(-c2cc(-c3ccc4c(c3)NC(=O)CO4)nc3c2COc2ccc(C)cc2-3)cc1,2%
NC(=O)N/N=C/c1sc(N2CCCCC2)nc1-c1cccs1,-16%
O=C(NCc1ccc(Cl)cc1)N1CCN(C(=O)c2ccccc2)CC1,0%
COc1cccc(-n2c(-c3ccco3)nc3c(cnn3-c3ccc(C)cc3)c2=O)c1,28%
COC(=O)c1ccc(CSc2ccc3nnc(-c4ccc(OC)c(OC)c4)n3n2)o1,-1%
CC(C)(C)NC(=O)CN(C(=O)CCC(=O)Nc1nccs1)c1ccccc1F,16%
Cc1cccc(N2CCN(C(=O)c3nn(C)c4c3CS(=O)(=O)c3ccccc3-4)CC2)c1C,6%
Cc1ccccc1C(=O)N1CCC(N2CCN(Cc3ccc(F)cc3)C(=O)C2=O)CC1,-2%
CC(Nc1nc(-c2cccnc2)nc2ccccc12)c1ccccc1 (stereo not given),-19%
COc1cc(CN(C(=O)Nc2cccc(Cl)c2)c2ccccn2)cc(OC)c1OC,4%
Cc1cccc(NC(=O)Cn2c(=O)n(Cc3ccc4c(c3)OCO4)c(=O)c3ccccc32)c1,5%
Cn1c(=O)[nH]c(=O)c2c1nc(Br)n2Cc1ccc(Cl)cc1,-5%
Cc1ccc(C)c(N2CCN(S(=O)(=O)c3ccc(-c4coc(C)n4)cc3)CC2)c1,0%
CCCCN(C)C(=O)Cn1c(C2CC(=O)N(c3ccc(C)cc3)C2)nc2ccccc21 (stereo not given),-1%
CC(=O)c1ccc(S(=O)(=O)N2CCN(c3ccnc4cc(Cl)ccc34)CC2)cc1,6%
Cc1ccc(S(=O)(=O)NCC(=O)N(CC(=O)NCC2CCCO2)c2cccc(F)c2)cc1 (stereo not given),1%
COc1ccc(C(=O)C2CCCN(S(=O)(=O)c3cccnc3)C2)c(C)c1 (stereo not given),13%
O=C(COc1ccccc1O)NC1CCCC1,5%
Cc1ccc(SCC(=O)NC2CC3CCC(C2)N3C)cc1 (stereo not given),0%
CC1=C(C(=O)Nc2ccccc2)C(c2ccccc2C)n2nc(SCC(=O)c3ccc(C)cc3)nc2N1 (stereo not given),-15%
CCOC(=O)N1CCN(S(=O)(=O)c2ccc(C(=O)Nc3nnc(C)o3)cc2)CC1,-8%
COc1ccc(-c2nc(S(=O)(=O)c3ccc(C)cc3)c(NCc3ccccc3)o2)cc1,3%
COc1ccc(NC(=O)CCCSc2ccccc2)cc1S(N)(=O)=O,8%
COc1ccc(NCc2cccn2-c2nnc(N3CCCCCC3)s2)cc1,1%
CC(C)Oc1ccc(C(=O)O)cc1,4%
COc1ccccc1Cn1cc(C(=O)c2ccc(Cl)cc2)c(=O)c2cc3c(cc21)OCCO3,-4%
Cc1c(Cl)cccc1NC(=O)C(C)n1nc(C)c2c(C)n(-c3ccccc3)nc2c1=O (stereo not given),1%
COc1ccc(CNC(=O)c2ccc(-c3nc(CSc4ccc(C)cc4)c(C)o3)cc2)c(OC)c1,-2%
Cc1ccccc1C(=O)NC(CC(C)C)C(=O)OCC(=O)c1c(N)n(C)c(=O)n(C)c1=O (stereo not given),7%
CC1CCC(C(=O)NC(C(=O)Nc2ccccn2)C(C)C)CC1 (stereo not given),5%
